Compound activity as filed in PubChem BioAssay.
Pf gametocyte – P. falciparum stage V gametocyte viability inhibition | P. falciparum stage V gametocytes, ATP luminescence, 24 h | inhibition, % at 10.9 µM | actives 0.065% (n = 150,000) | AID 743093;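 active = inhibition above the mean plus 3 SD of compounds within the control limits, set per campaign, cut at about 38% in these data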;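 also: 0% = DMSO wells and 100% = medium only without gametocytes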
ABCB1 inh – blocks JC-1 efflux by human ABCB1 transporter; P08183; CCRF-Adr cells, flow cytometry; inhibition, % at 6.6 µM; actives 0.067% (n = 190,000); AID 1326; in the data active = inhibition above about 40%;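 also: 0% = vehicle and 100% = reference inhibitor; higher value means more JC-1 retained so stronger ABCB1 efflux block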
Mcl1-Bid inh – Mcl-1/Bid interaction inhibition; Q07820; TR-FRET Mcl-1/Bid-Dy647 peptide binding, 1536-well; inhibition, % at 21.7 µM; AID 1021; actives 0.97% (n = 220,000);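 active = compounds that cut the binding signal by more than half at the single screening dose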;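 also: His-tagged Mcl-1 with europium anti-His antibody binding Bid BH3 peptide; 0% = Mcl-1 plus peptide wells and 100% = peptide-only wells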
Target sequence (Q07820 whole entry, looked up): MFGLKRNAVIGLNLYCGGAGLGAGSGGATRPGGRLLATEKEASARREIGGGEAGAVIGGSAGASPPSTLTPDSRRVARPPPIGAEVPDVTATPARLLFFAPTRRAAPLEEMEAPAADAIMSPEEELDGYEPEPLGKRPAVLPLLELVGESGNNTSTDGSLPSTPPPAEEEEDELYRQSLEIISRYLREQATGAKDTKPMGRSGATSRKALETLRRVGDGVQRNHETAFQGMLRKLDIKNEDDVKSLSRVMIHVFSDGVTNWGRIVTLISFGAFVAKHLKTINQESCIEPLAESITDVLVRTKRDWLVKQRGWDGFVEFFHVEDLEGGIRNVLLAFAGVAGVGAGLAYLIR
RGS8-Gao – modulates binding of RGS8 to human Galphao; response (percent of control binding), % at 10 µM; AID 1423; actives 0.34% (n = 220,000); P09471; multiplexed bead flow cytometry; actives lie on both sides; in the data active = response below about 60% or above about 140%; inactive = in between;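 also: Galphao activated as the GDP aluminium fluoride complex binding bead-coupled RGS8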
Target sequence (P09471 whole entry, looked up): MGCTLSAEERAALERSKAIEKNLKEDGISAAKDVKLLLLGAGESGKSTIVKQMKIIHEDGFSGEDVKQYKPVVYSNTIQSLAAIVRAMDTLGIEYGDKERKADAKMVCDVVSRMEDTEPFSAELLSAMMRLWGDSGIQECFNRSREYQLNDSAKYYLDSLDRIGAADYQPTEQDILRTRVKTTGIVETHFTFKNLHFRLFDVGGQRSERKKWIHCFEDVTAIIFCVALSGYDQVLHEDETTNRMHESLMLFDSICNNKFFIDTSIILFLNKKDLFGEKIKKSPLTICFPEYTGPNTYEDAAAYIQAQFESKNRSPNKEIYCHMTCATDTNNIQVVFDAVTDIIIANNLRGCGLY
RGS4-Gao reg – modulates binding of RGS4 to human Galphao | Multiplexed bead flow cytometry; actives lie on both sides | binding response (% of control), % at 10 µM | actives 0.33% (n = 220,000); in the data active = binding response below about 49% or above about 150%; inactive = in between;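 also: fluorescent Galphao activated with aluminum fluoride binding bead-coupled RGS4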
ABCG2 inh – inhibitors of human ABCG2 transporter, ABCB1 counter-screen; Q9UNQ0; actives 0.1% (n = 190,000); inhibition, % at 6.6 µM; IgMXP3 cells, JC-1 efflux, flow cytometry;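 active = inhibition above 80%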;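 also: 0% = DMSO and 100% = nicardipine control wells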
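Test system: IgMXP3 (ABCG2) plus far-red-tagged CCRF-Adr (ABCB1) cells / Amount: 3 million cells/mL in well / Reagent: JC-1 transporter substrate / Timing: 10 min compound exposure, 25 °C / Signal: flow cytometry, 530 nm JC-1 signal / Read-out: percent efflux inhibition, scaled nicardipine 100% to DMSO 0% / Benchmarks: nicardipine as high control, DMSO as low control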
Mcl-1 Bim block – inhibitors of Bim-Mcl-1 interaction, human; Q07820; Bead-based flow cytometry, Bim peptide-Mcl-1 binding; inhibition, % at 10 µM; actives 0.1% (n = 190,000); AID 1009; in the data active = inhibition above about 40%;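 also: 0% = no compound tracer wells and 100% = peptide blocker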
GSH bead fluor – GSH bead compound fluorescence profile. actives 0.25% (n = 190,000). GSH beads flow cytometry, compound fluorescence 488/530 nm; active compounds read high. fluorescence (KMESF) at 10 µM. AID 1776; in the data active = fluorescence above about 89;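 also: glutathione beads carrying GST-tagged Bcl family fusion proteins plus one bare bead set; values are compound well signal with DMSO vehicle wells as background; inactives centre near 16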
Mcl1-Noxa inh – disrupts binding of human Mcl-1 to Noxa peptide | Q07820 | AID 1022 | TR-FRET Mcl-1/Noxa peptide binding, 2 h | actives 1.5% (n = 220,000) | inhibition, % at 21.7 µM;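 active = compounds that cut the protein-peptide binding signal by more than 50% relative to plate controls in a single-dose test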;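 also: His-tagged Mcl-1 with rhodamine Noxa BH3 peptide and terbium anti-His antibody; 0% = Mcl-1 plus Noxa peptide wells and 100% = peptide-only wells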
Avidin bead fluor – avidin bead compound fluorescence profile | actives 0.38% (n = 220,000) | AID 1775 | Avidin beads, compound fluorescence 488/530 nm, flow cytometry; active compounds read high | fluorescence (KMESF) at 10 µM; in the data active = fluorescence above about 47; also: inactives centre near 10
RGS7-Gao – modulates binding of RGS7 to human Galphao; binding response (% of control), % at 10 µM; Multiplexed bead flow cytometry; actives lie on both sides; P09471; actives 0.35% (n = 220,000); in the data active = binding response below about 49% or above about 150%; inconclusive = no clear call, values can overlap the other calls; inactive = in between;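 also: fluorescent Galphao held in activated GDP-AlF4 state binding bead-coupled RGS7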
Starred values were filed as active, the others as inactive; ? = inconclusive; · = not tested or not shown. Only part of the results is shown; the hit share may differ from the screen's.

SMILES | Pf gametocyte | ABCB1 inh | Mcl1-Bid inh | RGS8-Gao | RGS4-Gao reg | ABCG2 inh | Mcl-1 Bim block | GSH bead fluor | Mcl1-Noxa inh | Avidin bead fluor | RGS7-Gao
O=c1[nH]c(=O)n(Cc2ccccc2)c(O)c1C=NCCCn1ccnc1 | · | 0.2 | 5 | 100 | 96 | 0 | 0 | 50 | 13 | 6 | 95
CCCCC/C=C\C/C=C\C/C=C\C/C=C\CCCC(=O)Nc1ccc(O)cc1 | · | · | -1 | 97 | 103 | 11 | -2 | 68 | 13 | 7 | 98
Cc1cc(OC(=O)N(C)C)nc2c1c(C)nn2C | -42 | · | -17 | 101 | 100 | · | · | · | -4 | 7 | ?
COc1ccc(NC(=O)CN2CC=C(c3ccccc3)CC2)cc1S(=O)(=O)N1CCOCC1 | 24 | 0.3 | -25 | 101 | 100 | 0 | -1 | 10 | -27 | 20 | 99
CCCCc1ncc(CN2CCCC(C(=O)c3ccc(SC)cc3)C2)[nH]1 (stereo unspecified) | -19 | 1.6 | -23 | 100 | 102 | 3 | -1 | 29 | 11 | 20 | 112
C=Cn1ccnc1P(=S)(c1nccn1C=C)C1CCCCC1 | -1 | -0.3 | 5 | 99 | 105 | -1 | -4 | 21 | 13 | 35 | 115
CCCC(=O)c1c(O)[nH]c(=O)[nH]c1=O | · | 0.3 | 11 | 99 | 103 | 3 | -1 | 16 | 12 | 36 | 97
Cc1cc(/C=C2\C(=O)NC(=O)N(c3cccc(F)c3)C2=O)c(C)n1-c1cc(C(=O)O)cc(C(=O)O)c1 | -39 | 0.0 | -32 | 103 | 99 | 1 | 1 | 23 | 6 | 12 | 102
O=[P+](Cc1ccccc1)Cc1ccccc1 | · | 0.0 | -17 | 98 | 100 | 1 | -3 | 22 | 0 | 25 | 98
Cc1cc(C)c(-n2c(O)c(/C=N/N3CCCCC3c3cccnc3)c(=O)[nH]c2=O)c(C)c1 (stereo unspecified) | · | -1.0 | -19 | 91 | 95 | -3 | 0 | 11 | 2 | 6 | 95
Cc1nc2nc(C)c(CCC(=O)N3CCC4(CC3)OCCO4)c(C)n2n1 | 12 | 0.5 | -5 | 94 | 89 | 3 | -1 | 14 | 3 | 40 | 90
CCC1(CC)C(=N)N(C)C(=O)NC1=O | 19 | 0.0 | -4 | 106 | 105 | -1 | -4 | 5 | -22 | 14 | 101
CC(NCc1ccc(Cl)c(Cl)c1)C(O)c1ccccc1 (stereo unspecified) | · | 0.4 | -14 | 99 | 100 | 1 | -6 | 19 | 28 | 39 | 98
O=C1/C(=C/c2ccncc2)N2CCC1CC2 | -2 | 0.0 | -13 | 95 | 96 | 0 | -2 | 11 | 17 | 12 | 102
Cc1cc(N2C(=O)C3CCCN3C2c2ccc(Cl)c(Cl)c2)no1 (stereo unspecified) | · | 1.1 | -34 | 95 | 92 | 17 | -7 | 30 | 15 | 14 | 90
Cc1ccc(C2=NN(CCC(=O)N3CCC4(CC3)OCCO4)C(=O)CC2)cc1 | -5 | 1.2 | -7 | 102 | 102 | 9 | 0 | 14 | -7 | 7 | 100
C/C=C/CC1(CC)C(=O)NC(=S)NC1=O | · | · | -20 | 101 | 102 | · | · | · | -25 | 9 | ?
CCOC(=O)N1CCN(C(C)C(=O)c2c[nH]c3ccccc23)CC1 (stereo unspecified) | -11 | 0.2 | -11 | 102 | 100 | 1 | -2 | 23 | 8 | 36 | 98
CC(C)(C)n1cc(C(=O)c2ccc3ccccc3c2O)cn1 | -16 | 0.6 | -10 | 101 | 99 | 6 | 0 | 11 | 16 | 18 | 102
C=C1C(=O)O[C@@H]2C[C@@H](C)[C@H]3C=CC(=O)[C@]3(O)C[C@@H]12 | -66 | · | 33 | 100 | 98 | · | · | · | -41 | 13 | ?

The closing two entries of the part before come first, to join the parts:
SMILES | Pf gametocyte | ABCB1 inh | Mcl1-Bid inh | RGS8-Gao | RGS4-Gao reg | ABCG2 inh | Mcl-1 Bim block | GSH bead fluor | Mcl1-Noxa inh | Avidin bead fluor | RGS7-Gao
CC(C)(C)n1cc(C(=O)c2ccc3ccccc3c2O)cn1 | -16 | 0.6 | -10 | 101 | 99 | 6 | 0 | 11 | 16 | 18 | 102
C=C1C(=O)O[C@@H]2C[C@@H](C)[C@H]3C=CC(=O)[C@]3(O)C[C@@H]12 | -66 | · | 33 | 100 | 98 | · | · | · | -41 | 13 | ?
Cc1cccc2c(CCN)c[nH]c12 | 18 | -0.1 | -53 | 106 | 102 | 0 | 2 | 9 | 1 | 23 | 105
C[N+]1=C(/C=C/Nc2ccccc2)C(C)(C)c2ccccc21 | · | 0.0 | 0 | 100 | 105 | 2 | -3 | 14 | 12 | 14 | 109
COc1c(C)cc(C(=O)C2CCCN(Cc3cnc(C)s3)C2)cc1C (stereo unspecified) | -14 | 1.9 | -24 | 101 | 94 | 2 | -4 | 8 | 6 | 2 | 89
CCN(CC)C(=O)c1ccc(N2C(=O)C3CC=C(Cl)CC3C2=O)cc1 (stereo unspecified) | -36 | 0.7 | -21 | 101 | 100 | 3 | 0 | 8 | -21 | 16 | 101
Fc1ccccc1N1CCN(Cc2ccc3c(c2)OCO3)CC1 | 27 | 0.5 | 48 | 101 | 100 | 1 | -3 | 10 | 33 | 14 | 101
O=C(N=Nc1c(O)[nH]c(=O)[nH]c1=O)C1COc2ccccc2O1 (stereo unspecified) | 6 | -0.2 | -47 | 103 | 99 | -1 | 0 | 16 | -11 | 10 | 101
CCCS(=O)(=O)N1CCCC(C(=O)N2CCC3(CC2)OCCO3)C1 (stereo unspecified) | · | 0.0 | -4 | 96 | 99 | 0 | 2 | 23 | -3 | 4 | 96
COc1ccc(CNC(C)Cc2cccs2)cc1 (stereo unspecified) | -8 | -0.4 | -20 | 102 | 102 | -1 | -1 | 15 | -3 | 10 | ?
CCC(C)N1C(=O)/C(=C/c2ccc3c(c2)CCN3CCCCl)C(=O)NC1=S (stereo unspecified) | 13 | -1.4 | 39 | 100 | 98 | -10 | -4 | 19 | 101* | 12 | 101
CP(C)(=O)CCC(=O)O | · | 0.2 | 4 | 102 | 100 | 0 | -3 | 24 | 14 | 12 | 100
COP(=O)(OC)Oc1ccc(C(O)C(Cl)(Cl)Cl)cc1 (stereo unspecified) | 19 | · | -12 | 102 | 109 | · | · | · | -6 | 8 | ?
COc1nc(NC(C)C)nc(NC(C)C)n1 | · | 1.2 | -5 | 98 | 105 | 7 | 1 | 8 | 15 | 15 | 106
O=C1CCN(C(=O)Cc2ccccc2[N+](=O)[O-])CC1 | · | -0.2 | -19 | 105 | 107 | 4 | 0 | 17 | -7 | 4 | 112
CN(Cc1ccccc1)C(=C(Cl)Cl)/C(=C1/NCCN1Cc1ccc(Cl)nc1)[N+](=O)[O-] | · | 1.0 | 7 | 98 | 96 | 3 | -1 | 11 | 8 | 10 | 96
C=CCn1c(O)c(C(C)=NCCCn2ccnc2)c(=O)[nH]c1=O | -21 | · | -11 | 98 | 96 | · | · | · | 7 | 10 | ?
CN1CCN(c2nc(Cl)ncc2F)CC1 | -17 | 0.7 | -18 | 96 | 95 | 6 | -2 | 20 | 6 | 10 | 96
Cn1c(O)c(C=NC2CCCCC2)c(=O)[nH]c1=S | 8 | 0.3 | -11 | 102 | 100 | 1 | -2 | 18 | 12 | 11 | 99
Cc1cc(NC(=O)CCl)no1 | 8 | 0.2 | -21 | 106 | 100 | 0 | -1 | 13 | 14 | 12 | 102
CC(Cc1ccccc1)NC(=O)/C=C/C(=O)O (stereo unspecified) | -8 | 0.7 | -22 | 99 | 101 | 2 | 3 | 25 | 9 | 25 | 98
C/C(=N\NC(=S)Nc1ccccc1)c1c(O)n(C)c(=O)n(C)c1=O | 14 | -0.5 | -65 | 82 | 94 | -5 | 0 | 11 | 34 | 1 | 99

Results in RGS4-Gao reg, RGS7-Gao and Mcl1-Bid inh, for some of the entries so far:
compound | RGS4-Gao reg | RGS7-Gao | Mcl1-Bid inh
O=C(N=Nc1c(O)[nH]c(=O)[nH]c1=O)C1COc2ccccc2O1 (stereo unspecified) | 99 | 101 | -47
CCCS(=O)(=O)N1CCCC(C(=O)N2CCC3(CC2)OCCO3)C1 (stereo unspecified) | 99 | 96 | -4

(further entries)
SMILES | Pf gametocyte | ABCB1 inh | Mcl1-Bid inh | RGS8-Gao | RGS4-Gao reg | ABCG2 inh | Mcl-1 Bim block | GSH bead fluor | Mcl1-Noxa inh | Avidin bead fluor | RGS7-Gao
O=c1[nH]c(=O)n(Cc2ccccc2)c(O)c1/C=N/NCCO | 2 | · | -38 | 101 | 101 | · | · | · | 7 | 10 | ?
O=C1NC(=O)N(Cc2ccccc2Cl)C(=O)/C1=C/N1CCOCC1 | 1 | 1.2 | 8 | 99 | 100 | -6 | -2 | 33 | -3 | 14 | 98
Cc1cc(=O)[nH]c(CCl)n1 | · | 0.1 | -15 | 103 | 104 | -3 | 1 | 15 | 9 | 11 | 102
CC1(C)C(c2ccccc2)=NC(c2cccnc2)=[N+]1[O-] | · | 0.0 | -9 | 108 | 94 | 0 | 1 | 14 | -3 | 6 | 94
COc1ccc2ccc(O)c(CN3CC=C(c4ccccc4)CC3)c2c1 | · | -0.9 | -24 | 102 | 102 | -3 | 2 | 11 | 17 | 15 | ?
CCOC(=O)C1=C(C)N(C)C2(C)CC1c1ccccc1O2 (stereo unspecified) | · | 0.6 | -24 | 100 | 99 | 2 | -2 | 27 | -1 | 11 | 93
CC1=C2C3OC(=O)C(C)C3CC[C@@]2(C)C=CC1=O (stereo partly specified) | · | · | -14 | 101 | 97 | · | · | · | 6 | 6 | ?
CCN(CC)CCCN=Cc1c(O)n(-c2cccc(C)c2C)c(=O)[nH]c1=O | -12 | 0.7 | -10 | 100 | 96 | 2 | 0 | 8 | 9 | 17 | 102
CCOC(=O)C(=O)NC1CCSC1=O (stereo unspecified) | 24 | 0.5 | -27 | 103 | 103 | 2 | 1 | 14 | -9 | 19 | 106
CC(C)Cc1nnc(NC(=O)CCC(=O)N2CCC3(CC2)OCCO3)s1 | -26 | · | -9 | 99 | 98 | · | · | · | -13 | 8 | ?

Among those listed so far, these contain a COOH group:
SMILES | Pf gametocyte | ABCB1 inh | Mcl1-Bid inh | RGS8-Gao | RGS4-Gao reg | ABCG2 inh | Mcl-1 Bim block | GSH bead fluor | Mcl1-Noxa inh | Avidin bead fluor | RGS7-Gao
Cc1cc(/C=C2\C(=O)NC(=O)N(c3cccc(F)c3)C2=O)c(C)n1-c1cc(C(=O)O)cc(C(=O)O)c1 | -39 | 0.0 | -32 | 103 | 99 | 1 | 1 | 23 | 6 | 12 | 102
CP(C)(=O)CCC(=O)O | · | 0.2 | 4 | 102 | 100 | 0 | -3 | 24 | 14 | 12 | 100
CC(Cc1ccccc1)NC(=O)/C=C/C(=O)O (stereo unspecified) | -8 | 0.7 | -22 | 99 | 101 | 2 | 3 | 25 | 9 | 25 | 98
